# MPTP block: mitochondrial permeability transition pore inhibitors, primary screen, biochemical, isolated mouse mitochondria, absorbance. 360,000 tested, 1.4% active. Ca2+ swelling absorbance, 30 min. inhibition, % at 10 µM. AID 602449, 2012;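 active = inhibition of 50% or more, scaled per plate between neutral and stimulator controls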;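 also: 0% = DMSO wells given calcium and 100% = 1 mM EGTA wells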
# PfGluPho inh: PfG6PD enzyme inhibitors, primary screen, biochemical, fluorescence intensity, uHTS | PfGluPho enzyme, NADPH resazurin-diaphorase fluorescence | 350,000 tested, 0.78% active | glucose-6-phosphate dehydrogenase-6-phosphogluconolactonase (Plasmodium falciparum 3D7) | inhibition, % at 20 µM;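 active = inhibition reaching at least a set limit at 20 µM in the primary screen, cut at about 59% in these data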;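 also: 0% = DMSO wells with substrate and 100% = DMSO wells lacking glucose-6-phosphate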
# SENP8 block: human SENP8 protease inhibitors, primary screen, biochemical, fluorescence, Nedd8 protein substrate, uHTS; Sentrin-specific protease 8 (Homo sapiens), Q96LD8; recombinant SENP8; inhibition, % at 20 µM; 360,000 tested, 0.64% active; AID 602440, 2012; in the data active = inhibition mostly above about 40%, no sharp cut-off; inactive = mostly below about 27%
# SENP6 block: SENP6 protease inhibitors, primary screen, biochemical, luminescence, uHTS; Sentrin-specific protease 6 (Homo sapiens), Q9GZR1; Recombinant SENP6 catalytic domain, aminoluciferin luminescence; inhibition, % at 10 µM; 330,000 tested, 1.8% active;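 active = inhibition above about 50% at the single tested dose, limit read from the data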;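 also: plate controls were DMSO wells with enzyme for no effect and DMSO wells lacking enzyme for full effect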
# ATG4B inhibitor: ATG4B protease inhibitors, primary screen, biochemical, fluorescence, uHTS. Cysteine protease ATG4B (Homo sapiens), Q9Y4P1. ATG4B cleavage of LC3-PLA2, NBD-HPC fluorescence, 1 h. inhibition, % at 8.33 µM. 340,000 tested, 0.51% active. AID 504462, 2011; in the data active = inhibition above about 40%
# hIAP act: human IAP activators, primary screen, biochemical, luminescence, uHTS; purified human IAP, CDP-Star luminescence, 30 min; hits give high values; 1 = vehicle-only enzyme, 0 = enzyme-free background; activation factor at 10 µM; Intestinal-type alkaline phosphatase (Homo sapiens), P09923; AID 2524, 2010; 330,000 tested, 0.16% active;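 active = activation factor of the enzyme at least 2-fold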; also: the source names both 10 and 20 µM as test concentration; values of inactives mirror those of a sister screen read the other way
# Target sequence (P09923 whole entry, looked up): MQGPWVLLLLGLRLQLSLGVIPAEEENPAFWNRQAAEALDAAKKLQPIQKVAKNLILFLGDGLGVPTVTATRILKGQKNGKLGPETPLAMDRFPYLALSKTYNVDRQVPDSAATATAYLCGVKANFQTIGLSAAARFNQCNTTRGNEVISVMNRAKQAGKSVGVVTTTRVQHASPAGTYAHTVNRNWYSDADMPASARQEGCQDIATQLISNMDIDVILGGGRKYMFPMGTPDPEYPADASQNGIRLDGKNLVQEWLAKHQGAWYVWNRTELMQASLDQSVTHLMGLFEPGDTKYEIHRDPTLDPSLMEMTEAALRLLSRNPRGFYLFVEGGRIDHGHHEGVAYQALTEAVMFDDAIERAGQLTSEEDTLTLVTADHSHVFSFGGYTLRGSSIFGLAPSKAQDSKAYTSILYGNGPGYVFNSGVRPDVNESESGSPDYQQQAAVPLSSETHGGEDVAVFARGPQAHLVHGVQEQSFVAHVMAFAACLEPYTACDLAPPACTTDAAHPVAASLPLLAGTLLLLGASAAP
# NR3A LBD binder: binders of NR3A ligand-binding domain, primary screen, biophysical, differential scanning fluorimetry, uHTS; Glutamate receptor ionotropic, NMDA 3A (GRIN3A) ligand-binding domain; NR3A LBD differential scanning fluorimetry, Tm shift; 0% = protein alone, 100% = glycine-bound protein; Tm shift relative to glycine control, % at 25 µM; 340,000 tested, 2.5% active;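 active = melting temperature shift of at least 10% of the positive control shift, at one fixed dose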
# SENP1 inh: human SENP1 catalytic domain inhibitors, primary screen, biochemical, FRET, uHTS; recombinant SENP1 catalytic domain, CyPet-SUMO1-YPet FRET cleavage; inhibition, % at 10 µM; 360,000 tested, 0.21% active; AID 624204, 2012;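 active = inhibition at least 30% at 10 µM, raw YFP signal under a set limit, fluorescence ratio 0.5 to 1.5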;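 also: 0% = enzyme with DMSO and 100% = no enzyme wells; some results filed as inactive read as strong as hits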
# Target sequence (Q9P0U3 419-644 limits assumed): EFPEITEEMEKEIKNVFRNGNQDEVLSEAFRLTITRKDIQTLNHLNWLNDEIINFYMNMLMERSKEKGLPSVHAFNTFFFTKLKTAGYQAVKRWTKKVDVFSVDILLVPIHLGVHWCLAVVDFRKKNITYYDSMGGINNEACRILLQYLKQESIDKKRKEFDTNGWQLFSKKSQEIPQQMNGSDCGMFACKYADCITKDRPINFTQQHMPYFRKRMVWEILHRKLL
#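 Compound: 10 µM single point, 0.5% DMSO; Test system: hSENP1 catalytic domain, recombinant; Timing: 50 min reaction at room temperature; Technique: FRET, CFP and YFP emission; Control set: no-enzyme wells low, DMSO-plus-enzyme wells high control.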
# * = called active by the depositor; . = no result given.
# Screens by letter – A = MPTP block; B = PfGluPho inh; C = SENP8 block; D = SENP6 block; E = ATG4B inhibitor; F = hIAP act; G = NR3A LBD binder; H = SENP1 inh
COC(=O)C(CCCCNC(=O)OCc1ccccc1)NC(=O)CN (configuration not stated)
  A = -2.3 | B = 5 | C = 9 | D = -13 | E = -4 | F = 1.1 | G = -4 | H = 1

O=C(c1ccc(F)cc1)N(Cc1ccco1)C1CCS(=O)(=O)C1 (configuration not stated)
  A = -0.4 | B = 2 | C = 9 | D = 19 | E = -5 | F = 0.9 | G = -1 | H = 3

O=C(/C=C/c1ccccc1)NNC(=O)c1cccnc1
  A = -0.4 | B = -27 | C = 12 | D = -8 | E = 3 | F = 1.1 | G = 0 | H = 0

CCCc1cc(NC(=O)CCl)n(-c2ccccc2)n1
  A = 2.7 | B = -12 | C = -2 | D = -11 | E = -2 | F = 0.95 | G = 1 | H = 0

CC(=O)CSc1nc(C(F)(F)F)cc(=O)n1-c1ccccc1
  A = 1.4 | B = 3 | C = 5 | D = 2 | E = -14 | F = 1.4 | G = -2 | H = -1

O=C(CSc1ccc(F)cc1)Nc1ccc(C2SCCS2)cc1
  A = 7.0 | B = 12 | C = 21 | D = -7 | E = -2 | F = 1 | G = 1 | H = 1

CCn1c(C)nc2cc(C(=O)N/N=C/c3ccc(OC)cc3)ccc21
  A = 1.1 | B = 5 | C = 1 | D = 5 | E = -6 | F = 1.1 | G = -4 | H = 0

N#Cc1cnn(-c2nc(SCc3ccccc3)nc3sc4c(c23)CCCC4)c1N
  A = 5.6 | B = 11 | C = -27 | D = -13 | E = 43* | F = 1.3 | G = 1 | H = -1

CCOc1ncccc1C(=O)OCC(=O)N(CC)c1ccccc1
  A = -0.1 | B = -1 | C = 4 | D = -6 | E = -10 | F = 0.93 | G = -2 | H = 1

Cc1ccccc1C(=O)NC1CC2CCCC(C1)N2Cc1ccccc1 (configuration not stated)
  A = -0.9 | B = -7 | C = 9 | D = -3 | E = -4 | F = 1.1 | G = 2 | H = 1

# Later entries
# Screens by letter – A = MPTP block; B = PfGluPho inh; C = SENP8 block; D = SENP6 block; E = ATG4B inhibitor; F = hIAP act; G = NR3A LBD binder; H = SENP1 inh
CCCS(=O)(=O)c1nc(S(=O)(=O)c2ccc(C)cc2)c(NCCCN2CCCC2=O)s1
  A = -1.2 | B = 2 | C = 8 | D = 13 | E = -4 | F = 1.1 | G = 1 | H = 1

Cc1cc(C(F)F)nn1CC(=O)NCc1ccc(Cl)cc1Cl
  A = -0.1 | B = 3 | C = 20 | D = -13 | E = -7 | F = 0.84 | G = 3 | H = 0

COc1ccccc1OCCCOc1ccc([N+](=O)[O-])cc1Cl
  A = -1.7 | B = 26 | C = 17 | D = -2 | E = -2 | F = 1.3 | G = -9 | H = 4

COc1ccc(C2=NO[C@@H]3C(=O)N(c4cccc(C)c4C)C(=O)[C@H]23)cc1OC
  A = 3.5 | B = 8 | C = 21 | D = -6 | E = -15 | F = 0.96 | G = 0 | H = 1

O=C(NNC(=O)c1cc(S(=O)(=O)N2CCOCC2)c(Cl)cc1Cl)c1ccccc1F
  A = 0.2 | B = -7 | C = -13 | D = -15 | E = -8 | F = 1.3 | G = 3 | H = 0

CCOC(=O)C1=C(C)NC(SC)=C(C#N)C1CC(C)C (configuration not stated)
  A = 15 | B = 25 | C = -74 | D = 5 | E = -3 | F = 1 | G = 2 | H = -2

CC1CC1C(=O)Nc1nc2ccc(Cl)cc2s1 (configuration not stated)
  A = 7.6 | B = 13 | C = 16 | D = 1 | E = 4 | F = 0.89 | G = -7 | H = 2

COc1ccccc1Cc1nc2ccccc2n1S(=O)(=O)c1ccc(Cl)cc1
  A = 0.3 | B = 16 | C = 11 | D = -4 | E = -5 | F = 1.1 | G = -7 | H = 1

Cc1cc(=O)oc(C)c1C(=O)NCC(C)C
  A = -1.0 | B = 17 | C = 12 | D = 1 | E = 2 | F = 0.97 | G = 2 | H = 2

O=C(COc1ccc(Cl)cc1)N/N=C/CCc1ccccc1
  A = 0.4 | B = 5 | C = 11 | D = 5 | E = 0 | F = 0.96 | G = -9 | H = 3

# (further entries)
# Screens by letter – A = MPTP block; B = PfGluPho inh; C = SENP8 block; D = SENP6 block; E = ATG4B inhibitor; F = hIAP act; G = NR3A LBD binder; H = SENP1 inh
O=C(COC(=O)CN1C(=O)NC2(CCCC2)C1=O)NCc1ccc(Cl)cc1Cl
  A = -0.6 | B = -16 | C = 8 | D = -22 | E = 6 | F = 1.1 | G = 0 | H = 3

CCN(CC)C(=O)C1=C(C)N(Cc2ccc(C(C)(C)C)cc2)C(=O)C(CC(=O)NCc2cccc3ccccc23)C1 (configuration not stated)
  A = -2.4 | B = 8 | C = 8 | D = . | E = . | F = . | G = . | H = 0

COc1cc2[nH]c(=S)n(CCN3CCCCC3C)c(=O)c2cc1OC (configuration not stated)
  A = -1.0 | B = 8 | C = 10 | D = 9 | E = -3 | F = 1.2 | G = -2 | H = 0

COc1ccc2[nH]c(=O)c(CN(CC3CCCO3)C(=S)Nc3ccc(C)cc3)cc2c1 (configuration not stated)
  A = -1.4 | B = -1 | C = -136 | D = -7 | E = -8 | F = 0.9 | G = -3 | H = -1

COC(=O)CN(c1ccc(C(C)C)cc1)S(=O)(=O)c1c(C)[nH]c(=O)[nH]c1=O
  A = 0.7 | B = -8 | C = 5 | D = 0 | E = 2 | F = 1.1 | G = -1 | H = 3

O=Cc1c(N2CCSCC2)nc2ccccn2c1=O
  A = 0.6 | B = -2 | C = 0 | D = 6 | E = -3 | F = 1.1 | G = -1 | H = -4

CN(C(=O)c1ccc(S(=O)(=O)N2CCCCC2)cc1)C1CCS(=O)(=O)C1 (configuration not stated)
  A = -2.8 | B = -8 | C = 0 | D = -19 | E = -5 | F = 1.1 | G = 1 | H = 0

COc1cc(/C=C/C(=O)OCC(=O)N2CCc3ccccc3C2)ccc1O
  A = 6.8 | B = 1 | C = -247 | D = 9 | E = 7 | F = 0.96 | G = -4 | H = -55

CCn1nc(C)cc1C(=O)OCC(=O)c1ccc(Cl)cc1
  A = -1.0 | B = 2 | C = 7 | D = 14 | E = -12 | F = 0.88 | G = 0 | H = 3

COc1cc(C(=O)Nc2nnc(Cc3ccccc3)s2)cc(OC)c1OC
  A = -0.1 | B = -8 | C = 2 | D = . | E = -11 | F = . | G = -3 | H = 1

# Reformatted with values under each structure: entries from further up.
# Values in the order: MPTP block, PfGluPho inh, SENP8 block, SENP6 block, ATG4B inhibitor, hIAP act, NR3A LBD binder, SENP1 inh
> O=C(COc1ccc(Cl)cc1)N/N=C/CCc1ccccc1
    0.4, 5, 11, 5, 0, 0.96, -9, 3
> O=C(COC(=O)CN1C(=O)NC2(CCCC2)C1=O)NCc1ccc(Cl)cc1Cl
    -0.6, -16, 8, -22, 6, 1.1, 0, 3
> CCN(CC)C(=O)C1=C(C)N(Cc2ccc(C(C)(C)C)cc2)C(=O)C(CC(=O)NCc2cccc3ccccc23)C1 (configuration not stated)
    -2.4, 8, 8, ., ., ., ., 0
> COc1cc2[nH]c(=S)n(CCN3CCCCC3C)c(=O)c2cc1OC (configuration not stated)
    -1.0, 8, 10, 9, -3, 1.2, -2, 0
> COc1ccc2[nH]c(=O)c(CN(CC3CCCO3)C(=S)Nc3ccc(C)cc3)cc2c1 (configuration not stated)
    -1.4, -1, -136, -7, -8, 0.9, -3, -1
> COC(=O)CN(c1ccc(C(C)C)cc1)S(=O)(=O)c1c(C)[nH]c(=O)[nH]c1=O
    0.7, -8, 5, 0, 2, 1.1, -1, 3
> O=Cc1c(N2CCSCC2)nc2ccccn2c1=O
    0.6, -2, 0, 6, -3, 1.1, -1, -4
> CN(C(=O)c1ccc(S(=O)(=O)N2CCCCC2)cc1)C1CCS(=O)(=O)C1 (configuration not stated)
    -2.8, -8, 0, -19, -5, 1.1, 1, 0
> COc1cc(/C=C/C(=O)OCC(=O)N2CCc3ccccc3C2)ccc1O
    6.8, 1, -247, 9, 7, 0.96, -4, -55
> CCn1nc(C)cc1C(=O)OCC(=O)c1ccc(Cl)cc1
    -1.0, 2, 7, 14, -12, 0.88, 0, 3
> COc1cc(C(=O)Nc2nnc(Cc3ccccc3)s2)cc(OC)c1OC
    -0.1, -8, 2, ., -11, ., -3, 1

# Carrying on:
# Screens by letter – A = MPTP block; B = PfGluPho inh; C = SENP8 block; D = SENP6 block; E = ATG4B inhibitor; F = hIAP act; G = NR3A LBD binder; H = SENP1 inh
COc1ccc(OCc2nnc(SCC(=O)N3CCCC3)o2)cc1
  A = 1.6 | B = -8 | C = 1 | D = -19 | E = -7 | F = 1 | G = 2 | H = -1

CC(=O)C1=C(O)C(=O)N(CCc2ccccc2)C1c1ccccc1[N+](=O)[O-] (configuration not stated)
  A = 0.5 | B = -9 | C = 7 | D = 13 | E = 4 | F = 1.1 | G = -2 | H = -1

CCN(CC)C(=O)n1cnc(-c2ccccc2)c1-c1ccccc1
  A = 0.0 | B = -8 | C = 13 | D = -33 | E = 5 | F = 1.1 | G = -1 | H = 3

CCn1nc(C(=O)NCc2nnc3ccccn23)c2ccccc2c1=O
  A = -0.1 | B = -18 | C = 18 | D = -6 | E = 3 | F = 1.1 | G = 0 | H = 1
